Screening results deposited in PubChem BioAssay by several laboratories.
Peg3 promoter = Peg3 promoter-driven luciferase inhibitors, primary screen, cell-based, HeLa, luciferase luminescence; HeLa PEG-Prom luciferase reporter, overnight; inhibition, % at 20 µM; hit rate 1.7% among 360,000; AID 588405, 2011;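 active = inhibition of at least 50% at 20 µM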
aDG glyco up = activators of alpha-DG glycosylation, primary screen, uHTS, Pro5-aDG cells, AlphaScreen; alpha-DG glycosylation AlphaScreen (IIH6); 0% Pro5, 100% B10-LARGE cell signal; activation, % at 10 µM; hit rate 0.22% among 360,000;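 active = activation of at least 8% versus controls, or a plate z-score of at least 8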;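 note: Pro5 are CHO cells carrying HIG-tagged alpha-DG that lacks glycosylation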
KKLEB tox = cytotoxicity in KKLEB CF airway cells, primary screen, cytotoxicity control for CF NF-kB inhibitor project, cell-based, uHTS, fluorescence assay plates | KKLEB CF airway cells viability, ATPlite luminescence, overnight; hits give low values; cells stimulated with P. aeruginosa culture filtrate | activity change (cytotoxicity), % at 5 µM | hit rate 0.36% among 360,000;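 active = corrected activity change at or below -50% at 5 µM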
HIF-2a block = HIF-2a reporter inhibitors, primary screen, luminescence, 786-0 RCC cells | 786-0 RCC cells HIF-2a reporter, luciferase luminescence, overnight | inhibition, % at 18.8 µM | AID 624352, 2012 | hit rate 0.72% among 360,000;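 active = inhibition of the luminescence signal of 40% or more relative to plate controls, in a single-dose primary screen at 18.75 µM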
CF NFkB inh = inhibitors of PAF-induced NF-kB signaling, primary screen, cell-based, GFP fluorescence, uHTS | KKLEB NF-kB-GFP reporter, GFP fluorescence overnight | AID 588850, 2011 | inhibition, % at 5 µM | hit rate 0.86% among 360,000;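 active = at least 50% inhibition at 5 µM, scaled per plate between neutral and stimulator controls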;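 note: PAF is a Pseudomonas aeruginosa culture filtrate used as stimulus; plate controls were PAF-stimulated DMSO wells for no effect and unstimulated DMSO wells for full effect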
NR2E3 ag-1 = NR2E3 agonists in two-hybrid cells, primary screen, cell-based, luminescence, CHO-S, Gal4-NCOR/VP16-NR2E3; Photoreceptor-specific nuclear receptor (Homo sapiens), Q9Y5X4; luciferase; inhibition of corepressor binding, % at 3.98 µM; hit rate 0.35% among 360,000; AID 602229, 2012;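 active = inhibition above the mean of all tested compounds plus 3 SD, cut at about 70% in these data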;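 note: 0% = DMSO with NR2E3 transfected cells and 100% = cells lacking NR2E3 construct; higher means lower luciferase signal from less NR2E3 corepressor binding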
Target sequence (Q9Y5X4 whole entry, looked up, the tested form may be a part): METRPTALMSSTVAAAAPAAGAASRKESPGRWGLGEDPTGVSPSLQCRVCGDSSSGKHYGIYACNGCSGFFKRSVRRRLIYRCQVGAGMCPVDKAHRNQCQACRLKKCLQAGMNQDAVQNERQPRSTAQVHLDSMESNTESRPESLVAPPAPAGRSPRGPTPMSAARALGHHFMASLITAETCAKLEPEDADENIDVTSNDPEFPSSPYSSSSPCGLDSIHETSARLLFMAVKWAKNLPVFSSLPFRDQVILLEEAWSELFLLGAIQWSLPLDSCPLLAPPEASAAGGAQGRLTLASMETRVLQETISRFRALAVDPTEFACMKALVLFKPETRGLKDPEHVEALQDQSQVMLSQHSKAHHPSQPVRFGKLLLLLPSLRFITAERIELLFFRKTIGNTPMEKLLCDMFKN
Shn3 inh set2 = reduction of Shn3 3'UTR firefly luciferase signal, primary screen, Schnurri-3 inhibitor project, cell-based, Clone20 osteoblasts, set 2 | Clone20 osteoblast Shn3 3'UTR firefly luciferase, 24 h | inhibition, % at 12.5 µM | hit rate 0.52% among 360,000 | AID 588674, 2011;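 active = mean inhibition of at least 75% with every replicate also reaching 75%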;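 note: 0% = median of neutral control wells and 100% = pilot-screen positive control compound; some compounds past the cut are filed as inactive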
TRPM1 prom inh = inhibitors of MITF-dependent TRPM1 promoter reporter, primary screen, cell-based, SK-MEL-5, single point, luciferase; SK-MEL-5 TRPM1 promoter luciferase, 24 h; inhibition, % at 12.5 µM; hit rate 0.83% among 330,000;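 active = mean inhibition across replicates of 60% or more, whatever share of single replicates reaches that level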; note: values of inactives mirror those of a sister screen read the other way
TWEAK-Fn14 inh = inhibitors of TWEAK-Fn14 signaling, primary screen, luciferase reporter cells, uHTS; TWEAK-stimulated Fn14 reporter cells, luciferase luminescence, 8 h; inhibition, % at 10 µM; hit rate 2% among 360,000; in the data active = inhibition above about 50%
hiPSC survival = enhancers of single-cell hiPSC survival, primary screen, ATPlite luminescence | hit rate 0.044% among 360,000 | survival enhancement, % at 20 µM | 100% = ROCK inhibitor wells, 0% = DMSO; in the data active = survival enhancement above about 18%;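 note: cells exposed to compounds for 16 hours before the ATP read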
NR2E3 ag-2 = inhibitors of NR2E3-RetCOR corepressor binding, primary screen, NR2E3 agonist project, biochemical, TR-FRET, GST-NR2E3, biotin-RetCOR; Photoreceptor-specific nuclear receptor (Homo sapiens), Q9Y5X4; 1536-well; inhibition of corepressor binding, % at 4.78 µM; hit rate 0.12% among 320,000; AID 2300, 2010;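 active = percent inhibition above the cutoff of mean plus 3 SD of all tested compounds, set per screening campaign, cut at about 20% in these data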;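 note: 0% = DMSO wells and 100% = biotin wells as full block of FRET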
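Material: NR2E3–RetCOR corepressor complex | Quantity: 1.35 nM GST-tagged NR2E3 final | Schedule: 5 h at 4 °C | Replication: Singlicate compound wells | Reagent: RetCOR corepressor, biotinylated, 7 nM | Controls: Biotin wells as high control, 0.6% DMSO wells as low control | Signal: TR-FRET, Eu(K)-anti-GST donor, streptavidin-D2 acceptor, ex 340, em 617/671 nm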
* hit, by the source's call; nt = not tested or not shown; & = joins results of further samples.

SMILES	Peg3 promoter	aDG glyco up	KKLEB tox	HIF-2a block	CF NFkB inh	NR2E3 ag-1	Shn3 inh set2	TRPM1 prom inh	TWEAK-Fn14 inh	hiPSC survival	NR2E3 ag-2
CCOc1cccc(CN2CCN(c3cccc(C(F)(F)F)c3)CC2)c1O	19	0.2	9	-2	-6	5	7	2	2	0.0	3
COc1ccc(CNc2oc(Cc3cccc4ccccc34)nc2C#N)cc1	13	1.0	-7	19	16	-2	7	12	22	-3.0	1
COc1ccc(CCNC(=O)CN2CCN(S(=O)(=O)c3ccc(Cl)cc3)CC2)cc1OC	8	0.3	-12	20	19	-3	15	-14	9	-2.9	3
COC(=O)C1=C(C)N(C)C(=S)N(C)C1c1cccc(Br)c1 (centres undefined)	9	-0.2	7	15	15	15	-6	6	6	1.2	1
Cc1ccc(S(=O)(=O)N2CCN(C(=O)CSc3ncn[nH]3)CC2)cc1	10	0.0	12	9	17	9	-17	3	-6	0.7	3
Cc1cc(NC(=O)CCC(=O)N(Cc2ccco2)C2(C(=O)NC3CCCC3)CCCCC2C)no1 (centres undefined)	-1	0.0	2	8	4	-15	3	15	35	-0.3	2
COc1ccc(C2C(C#N)=C(N)Oc3cc(N)ccc32)cc1 (centres undefined)	7	-0.2	-7	13	-1	-18	9	0	2	-0.3	nt
CCC(C)(C)C(=O)Nc1nnc(CCc2ccccc2)s1	-225	-0.2	-4	-202	16	-116	-83	-62	-4	0.4	3
COc1cc2c(cc1NC(=O)CSc1ccccn1)oc1ccccc12	-71	0.7	-11	-156	11	-37	-27	-88	7	0.5	-4
CCN1CCN(S(=O)(=O)c2ccc(Cl)c(C(=O)N(C)Cc3ccc(Cl)cc3Cl)c2)CC1	3	0.1	-5	17	10	-5	19	12	22	-0.2	-1
CCC(=O)N1CCCC(C)(C(=O)Nc2ccc(OC(F)F)cc2)C1 (centres undefined)	1	0.1	2	18	-18	18	-5	nt	8	-1.3	nt
Cc1ccc(C)c(N2CCN(C(=O)c3cc(S(=O)(=O)N4CCCC4)cn3C)CC2)c1	15	0.0	-11	7	7	-19	1	nt	14	3.9	-2
COc1ccccc1/C=C(\C#N)C(=O)Nc1ccc(S(N)(=O)=O)cc1	-26	0.0	10	20	8	8	-28	9	8	2.4	4
O=S(=O)(Cc1noc(-c2ccccc2Cl)n1)c1ccccn1	-157	-0.2	-2	-271	0	-52	-70	-84	1	-0.7	5
COc1cccc(C(=O)NCc2nnc(SCC(=O)Nc3nccs3)n2-c2ccccc2)c1	9	-0.2	10	6	-11	-27	3	nt	24	0.1	-1
COc1ccc(C(=O)COC(=O)Cc2c[nH]c3ccccc23)c(OC)c1	-22	0.0	-1	-2	-43	-13	-13	1	-12	0.4	-3
C#CCN1CC(C)/C(=N/O)CC1C (centres undefined)	7	-0.3	6	6	3	-5	1	-3	1	0.6	3
Cc1nn(CC(=O)c2ccc(Br)s2)c(C)c1[N+](=O)[O-]	1	-0.2	8	-4	-24	-10	8	-8	7	-0.1	4
COc1cc(C#Cc2c(-c3ccccc3OC)oc3ccccc23)cc(OC)c1	-3	-0.2	-2	5	-10	3	31	6	15	-3.0	-1
Cc1cc(C)n(-c2ccc(C(=O)OCC(=O)Nc3cc(S(C)(=O)=O)ccc3Cl)cc2)n1	-11	-0.3	-20	-20	-7	-25	-5	-12	-18	0.9	1

2 consecutive entries already listed, quoted:
SMILES	Peg3 promoter	aDG glyco up	KKLEB tox	HIF-2a block	CF NFkB inh	NR2E3 ag-1	Shn3 inh set2	TRPM1 prom inh	TWEAK-Fn14 inh	hiPSC survival	NR2E3 ag-2
C#CCN1CC(C)/C(=N/O)CC1C (centres undefined)	7	-0.3	6	6	3	-5	1	-3	1	0.6	3
Cc1nn(CC(=O)c2ccc(Br)s2)c(C)c1[N+](=O)[O-]	1	-0.2	8	-4	-24	-10	8	-8	7	-0.1	4

Going on with the list:
SMILES	Peg3 promoter	aDG glyco up	KKLEB tox	HIF-2a block	CF NFkB inh	NR2E3 ag-1	Shn3 inh set2	TRPM1 prom inh	TWEAK-Fn14 inh	hiPSC survival	NR2E3 ag-2
NC(=O)c1cccc(-c2ccnc3c2CC(C(=O)NCc2ccc(F)c(F)c2)O3)c1 (centres undefined)	11	-0.3	-16	4	24	9	10	nt	0	-3.4	nt
O=C(COc1ccc([N+](=O)[O-])cc1Cl)N1CCc2ccccc21	-187	0.1	-20	-270	5	-84	-137	-115	-18	0.3	nt
COc1ccccc1CNC(=O)CCNS(=O)(=O)c1ccc2c(c1)oc(=O)n2C	-13	0.1	-6	-3	0	-5	7	8	3	0.3	0
Cn1c(=O)c2c(ncn2CC(=O)OCC(=O)Nc2ccc(F)cc2F)n(C)c1=O	-7	0.3	13	12	-4	8	5	2	6	-2.0	1
COc1cc(NC(=O)Cc2ccc(S(=O)(=O)N3CCOCC3)s2)c(OC)cc1Cl	35	0.0	0	33	2	9	24	12	5	-0.1	-2
O=C(C1=NN(c2ccccc2)C2C(=O)N(c3ccccc3)C(=O)C12)c1ccccc1 (centres undefined)	4	-0.1	-2	13	2	-7	-22	7	-9	0.4	1
CCOC(=O)C(=COC(=O)c1ccccc1)NC(=O)Cc1ccccc1	24	0.2	-6	8	6	0	-22	-1	2	-1.1	nt
C=CCNCCCCOc1ccc(Br)cc1C	-5	0.8	-5	2	19	7	-5	4	14	0.3	-1
CCCOC(=O)CCCN1C(=O)/C(=C2\SC(=S)N(CCCC(=O)OCCC)C2=O)SC1=S	28	0.0	4	13	17	14	-20	24	18	-0.4	1
O=C(O)/C=C/c1cnn(-c2ccccc2)c1	-11	-0.2	-2	5	20	-99	-11	9	67*	1.5	nt
Cc1cc(N/N=C/c2ccccc2Cl)nc(NCc2ccccc2)n1	-114	0.3	-28	-172	7	-57	32	-44	19	-1.7	-1
O=C(CC(CC(=O)c1ccc(Cl)cc1)c1ccccc1C(=O)O)c1ccc(Cl)cc1	9	0.1	-11	4	6	18	7	-5	-12	0.6	5
Cc1ccccc1NC(=O)c1cccc(OCc2c(C)noc2C)c1	-9	0.4	-1	-23	2	-9	-4	-15	-28	1.4	0
CCOc1c(Br)cc(CNc2ccc(N3CCN(C(C)=O)CC3)cc2)cc1OC	6	0.5	6	12	-2	-4	65	28	21	-0.5	-1
CCOC(=O)CCc1c(C)c2ccc(OCc3nn[nH]n3)c(C)c2oc1=O	-4	-0.1	12	19	0	-2	-16	10	11	4.6	0
O=C(NCc1ccco1)/C(=C/c1ccc(Br)cc1)NC(=O)c1ccco1	-10	-0.1	-16	8	8	-9	-10	0	-15	-0.4	0
COc1ccc(C2C(C#N)=C(C)NC3=C2C(=O)CC(C)(C)C3)c(OC)c1 (centres undefined)	7	0.0	-1	13	-4	-12	5	10	10	-1.9	-2
O=C1C=CC(=O)N1c1ccc(-c2nc3ccccc3o2)cc1	108*	-0.1	-25	-96	51*	-80	80	nt	20	1.0	nt
Cc1ccc(S(=O)(=O)NCC(=O)Nc2ccc3c(c2)OCO3)cc1	4	-0.1	10	7	-4	4	-3	-7	28	0.3	1
CCC(Oc1ccccc1)C(=O)N1CCN(c2ccccn2)CC1 (centres undefined)	19	0.1	4	19	10	-9	-6	11	1	-0.5	4
Cc1oc2c(CN3CCCC3)c(O)ccc2c(=O)c1-c1ccc(Cl)cc1	13	-0.2	9	-1	-18	-9	1	-11	-23	10	5
NC(=O)c1c(NC(=O)c2cc3ccccc3o2)sc2c1CCC2	-145	0.0	-21	-89	23	-200	nt	-28	36	-3.1	-16
O=C1c2ccccc2C(=O)N1CC#CCN1CCN(C2CCCCC2)CC1	-7	0.3	0	12	-1	9	9	14	-1	-0.8	-4
CCCCn1nnnc1NCc1cccnc1	2	0.0	-8	10	20	-7	3	4	-31	-1.6	1
CCSC1C(=O)N(C)C(SCC)C(=O)N1C (centres undefined)	-5	0.1	12	3	-42	42	3	nt	-10	0.6	nt
COc1ccc(N2C=C3C(=O)C(C)(OC(=O)CCc4ccccc4)C(=O)C=C3C=C2c2ccc(C#N)cc2)cc1 (centres undefined)	3	-0.1	8	-7	-5	-71	21	0	9	0.4	4
C[C@@H]1O[C@@H](Oc2c(-c3ccc(O)c(O)c3)oc3cc(O)cc(O)c3c2=O)[C@H](O)[C@H](O)[C@H]1O	-11&1	-0.2&-0.4	-6&6	5&-1	-3&-8	-29&-26	16&8	10&-3	10&3	3.2&-1.2	nt
COc1cc(OC)cc(C(=O)N(Cc2nc(-c3cccc(C)c3)no2)C(C)C)c1	8	-0.1	3	32	4	0	14	7	12	2.7	nt
FC(F)(F)Oc1ccccc1C(c1nnnn1C1CCCC1)N1CCN(C/C=C/c2ccccc2)CC1 (centres undefined)	7	-0.2	-3	-20	10	2	12	nt	1	-0.6	nt
CCn1cc(CN2CCC(C(=O)Nc3ccc(Oc4cccnc4)cc3)CC2)c(C)n1	11	0.1	29	9	-29	1	-14	7	7	-0.1	-1
O=C(NC(=S)Nc1cccc(Cl)c1Cl)C1CC1	-63	0.2	-15	-54	8	-26	-14	-14	20	0.0	1
Cc1nc(C(=O)N2CCOCC2)sc1C1(C)CC(c2ccccc2)=NO1 (centres undefined)	-10	-0.3	2	1	6	-13	10	6	-2	3.1	1
COc1ccccc1C(=O)N1CCCC(c2nc(-c3cc(OC)c(OC)c(OC)c3)no2)C1 (centres undefined)	11	-0.1	4	0	0	-26	7	2	4	-1.6	-1
CC(C)(C)OC(=O)N/N=C\c1ccc(OC(=O)c2ccco2)cc1	-149	0.3	18	-200	-9	-53	-6	-42	-22	-2.4	2
CC(=O)Nc1ccc(-c2nc3ccccc3c(=O)o2)cc1	9	0.2	6	-13	-11	-29	10	-12	24	-0.6	-1
CCn1c(Cc2ccccc2)nnc1SCC(=O)Nc1ccc(OC)cc1	15	-0.1	7	13	6	30	5	7	-14	-2.9	-3
COc1ccc(OCC(=O)NC2CCCN(Cc3ccc(Cl)cc3)C2)cc1 (centres undefined)	9	0.1	1	17	-10	4	21	11	-4	0.9	6
CC(C)N(Cc1ccccc1)C(=O)COC(=O)C1CCN(c2ccc(C(F)(F)F)cn2)CC1	-2	0.1	-18	-2	24	-6	11	0	-14	-0.3	nt
